WT yeast gro inh = growth inhibition of WT strain, primary screen, mitochondrial fusion inhibitor project, WT and mutant strains, chemical genetic | mitochondrial fusion phenotypic screen | inhibition, % at 10 µM | 190,000 compounds, 2.1% hits | AID 1362, 2008; in the data active = inhibition above about 58%; tested in S. cerevisiae
P. falciparum M1AAP = P. falciparum M1AAP inhibitors, biochemical, fluorogenic H-Leu-NHMec substrate, 1536-well (AID 1445) | Aminopeptidase N (Plasmodium falciparum (isolate 3D7)) | recombinant M1AAP, H-Leu-NHMec fluorogenic kinetic assay; higher % means a stronger effect | one-dose inhibition, % at 30 µM; IC50 in µM for titrated hits | 220,000 compounds, 0.42% hits;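 active = primary inhibition above the hit cutoff, then over 50% inhibition at one or more dose response concentrations, cut at about 23% in these data, passing the limit was not always enough; inconclusive = conflicting primary data, or primary hits not chosen for dose response; inactive = low primary inhibition, or under 50% at every dose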;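 also: plate controls were DMSO full reaction for no effect and no enzyme background for full effect; strong numbers were not always called active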
CSM14.1 death rescue = rescue of cells from ER stress-induced death, primary screen, 384-well, CSM14.1, thapsigargin, ATP luminescence (AID 1222). CSM14.1 thapsigargin-induced death rescue, ATP luminescence; higher % means a stronger effect. cellular ATP content (survival), % at 20 µM, or EC50 in µM where a hit was titrated. 190,000 tested, under 10 active;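 active = EC50 below 50 µM in the dose-response confirmation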;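 also: death triggered by thapsigargin at about 15 µM added after 2 h compound pretreatment; cell ATP read after overnight thapsigargin exposure of roughly 18 to 22 hours; normalized against plate controls of thapsigargin alone and 5% DMSO vehicle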
human PMI inhibitors = human PMI inhibitors, high substrate, primary screen, biochemical, fluorescence intensity, high mannose 6-phosphate (AID 1220); recombinant PMI enzyme, coupled fluorescence intensity; higher % means a stronger effect; inhibition, % at 20 µM, or IC50 in µM where a hit was titrated; 190,000 compounds, 0.66% hits
Myeloid diff 2 = induction of myeloid progenitor differentiation, primary screen, cell-based, flow cytometry, MLPCN library | 360,000 compounds, 1% hits | AID 624256, 2012 | calls only at 10 µM | ER-HoxA9 myeloid progenitors, lysozyme-GFP differentiation;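 active = normalized GFP-positive differentiation at or above the plate's own cutoff, the solvent-only control mean plus 3 SD; inconclusive = no clear call, values can overlap the other calls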;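 also: cells exposed to compound for four days before flow analysis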
PMI inhibitors = inhibitors of human PMI, primary screen, biochemical, fluorescence intensity, coupled assay (AID 1209) | Mannose-6-phosphate isomerase (Homo sapiens) | purified PMI enzyme, coupled fluorescence intensity; higher % means a stronger effect | inhibition, % at 20 µM, or IC50 in µM where a hit was titrated | 190,000 compounds, 0.42% hits;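 also: plate controls were DMSO vehicle for no effect and wells lacking substrate for full effect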
UTI89 phage lysis = inhibition of K1F phage lysis, E. coli UTI89, bacterial capsule biogenesis inhibitors, alamar blue (AID 488966); E. coli UTI89 K1F phage lysis, alamar blue, 2 h; higher % means a stronger effect; 340,000 compounds, 0.02% hits; inhibition, % at 100 µM, or IC50 in µM where a hit was titrated;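 active = phage lysis inhibition, versus mean bacterial control, above a set limit; inconclusive = no clear call, values can overlap the other calls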;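 also: capsule biogenesis inhibitors block K1F phage lysis so surviving cells raise fluorescence; higher fluorescence means more inhibition of phage lysis; actives were called in the ten point dose series up to 300 µM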
TNAP activators = human TNAP enzyme activators, primary screen, biochemical, luminescent, no phosphate acceptor, uHTS (AID 1001); Alkaline phosphatase, tissue-nonspecific isozyme (Homo sapiens); purified TNAP, luminescent activation assay, no phosphate acceptor; higher activation fold means a stronger effect; activation fold at 20 µM, or EC50 in µM where a hit was titrated; 200,000 compounds, 0.03% hits; in the data active = activation fold from about 3, or a potency from the dose series; inactive = the rest, 99 in 100 with activation fold below about 1.6; also: many of its hits are not listed in these tables
Lipid droplet = inhibitors of hepatocyte lipid droplet formation, primary screen, imaging, high-throughput imaging, BODIPY stain | inhibition, % at 6.5 µM | AID 1656, 2009 | 240,000 compounds, 0.4% hits | AML12 mouse hepatocytes, oleate lipid droplets;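 active = lipid droplet intensity inhibited by at least 50%, with more than 500 cells counted; inconclusive = wells with under 300 cells, treated as cytotoxic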
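Test system: AML12 hepatocytes (mouse); reagent: oleate loading, 100 µM; dosing: one dose, 6.5 µM compound; incubation: overnight exposure; signal: fluorescence imaging, 20x objective, two fields per well; read-out basis: % inhibition of corrected integrated BODIPY droplet signal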
WT yeast gro inh mutant strain = second read-out of WT yeast gro inh, no call of its own (marks repeat the call); inhibition, %; mitochondrial fusion phenotypic screen, mutant strain inhibition
Lipid droplet cells 6.5 µM = also measured in Lipid droplet; calls as there; cell count; measured here: cell count, cytotoxicity flag;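 cells counted across two imaged fields per well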
Myeloid diff 2 GFP+ MAC1+ % = second read-out of Myeloid diff 2, no call of its own (marks repeat the call); GFP+ MAC1+ double positive, %; measured here: differentiation confirmed by MAC1 staining
The depositor's hits bear a star; i = inactive; ? = inconclusive; / = no result given; [ ] = dose if it differs, or a comment. Rule as the data show it, unless noted: active = inhibition above about 50%; inactive = the rest.

SMILES | WT yeast gro inh | WT yeast gro inh mutant strain | P. falciparum M1AAP | CSM14.1 death rescue | human PMI inhibitors | Myeloid diff 2 | Myeloid diff 2 GFP+ MAC1+ % | PMI inhibitors | UTI89 phage lysis | TNAP activators | Lipid droplet | Lipid droplet cells 6.5 µM
O=C(C1CCCO1)N1CCN(Cc2c(O)ccc3ccccc23)CC1 (stereo unspecified) | -1 | -4 | 3% | 3.1% | 31% | i | 0.6 | 38% | 2.7% | 1.1 | -3 | 730
CCOc1ccc(N(CC(=O)NC2CCCCC2)S(=O)(=O)c2c(C)noc2C)cc1 | 14 | 7 | -6% | -1.7% | 1% | i | 6.0 | 2% | -9.4% | 1.1 | -14 | 765
CCCc1nnc(NC(=O)CNc2ccc(F)cc2)s1 | 3 | 22 | 1% | -1.9% | 1% | i | 1.3 | -4% | 0.5% | 1.1 | / | /
COc1ccc(-c2cc(C(=O)NN)[nH]n2)cc1OC | -1 | 11 | 4% | 0.1% | 2% | i | 0.6 | -4% | 0.2% | 0.7 | 2 | 531
NC(=O)N/N=C/c1c(Sc2nnnn2-c2ccccc2)nc2ccccn2c1=O | / | / | 4% | / | / | i | 0.3 | / | 0.0% | / | 6 | 708
O=S(=O)(Nc1ccccn1)c1ccc(C(F)(F)F)cc1Cl | / | / | 1% | / | / | i | 0.3 | / | 0.3% | / | -11 | 670
O=C(CSC1=NCCN1)Nc1cccc(C(F)(F)F)c1 | 7 | 13 | 3% | 1.9% | -7% | i | 0.3 | 4% | 1.3% | 1.1 | -9 | 593
CCCOc1ccccc1NC(=O)CC1Nc2ccccc2NC1=O (stereo unspecified) | -8 | 0 | 8% | -2.0% | 9% | i | 0.9 | -2% | 6.4% | 1 | 0 | 740
CN1C(C(=O)NCCc2cccs2)CC2Cn3c(nc4cc(Cl)c(Cl)cc43)C21 (stereo unspecified) | / | / | ? | / | / | i | 1.2 | / | 0.2% | / | 3 | 700
CCCCc1nn(-c2cc(Cl)ccc2OC)c2c1C(=O)CC(C)(C)C2 | 11 | 0 | 9% | 1.4% | 4% | i | 5.7 | 3% | -2.0% | 1.1 | / | /
O=C(NCC(=O)N(Cc1cccs1)C(C(=O)NC1CCCC1)c1cccnc1)c1ccco1 (stereo unspecified) | 9 | 7 | -8% | -0.4% | -25% | i | 0.7 | -34% | 5.6% | 1 | -21 | 751
CCCCN(C)C(=O)c1nc2ccccn2c1CN1CCN(c2ccccn2)CC1 | -10 | -7 | 3% | -0.9% | 6% | i | 0.6 | 11% | -2.8% | 1.1 | -15 | 619
CCC(=O)N1CCCc2cc(S(=O)(=O)N3CCCc4ccccc43)ccc21 | 9 | 8 | 4% | -0.5% | 10% | i | 0.9 | 10% | 0.3% | 1.1 | -17 | 717
CCC(=O)NC(Nc1nc(C)cs1)(C(=O)OC)C(F)(F)F (stereo unspecified) | 3 | -7 | -2% | -1.0% | -4% | i | 0.5 | -6% | 1.4% | 1.1 | -1 | 743
O=C1NC(c2ccccc2)=NC1(Nc1ccccn1)C(F)(F)F (stereo unspecified) | -12 | 9 | 2% | -0.8% | -3% | i | 0.0 | 10% | 0.0% | 1.1 | 3 | 718
CCN(CC#CCC(O)(c1ccccc1)c1ccccc1)C(C)C | -19 | -4 | -2% | -1.7% | -12% | i | 0.5 | -18% | 2.5% | 1.1 | 18 | 666
CC(C)=CC(=O)Nc1nnc(C(C)C)s1 | -17 | 0 | -3% | -0.6% | 3% | i | 1.0 | 8% | 0.2% | 1.1 | / | /
CCOC(=O)C1C(=O)OC(C)(C)C1C(C)C(=O)c1ccc(C)cc1C (stereo unspecified) | -1 | 7 | 3% | 0.0% | -7% | i | 0.7 | -2% | -0.4% | 1.1 | 5 | 665
Cc1cc(C)cc(C(=O)N(NC(=O)Nc2ccc(Cl)cc2)C(C)(C)C)c1 | 7 | 0 | -5% | -0.8% | 1% | / | / | -4% | 7.0% | 1.3 | / | /
COc1cc(OC)cc(C(=O)N2CCN(C(=O)c3ccc(-c4ccccc4)cc3)CC2)c1 | 5 | -9 | -2% | -0.3% | / | i | 0.1 | / | -0.1% | 1 | 16 | 702
CCOC(=O)C1CCN(C(c2cccnc2)c2c(NC(=O)c3ccco3)sc(C)c2C)CC1 (stereo unspecified) | 42 | 2 | 3% | 6.8% | 0% | i | 2.5 | -1% | -0.2% | 0.9 | / | /
Cc1cc(N(CN2CCCC2=O)C(=O)c2ccc(F)cc2)no1 | 8 | 1 | 2% | 1.9% | -4% | i | 1.5 | -2% | 5.0% | 1.1 | / | /
C1CCN(c2nc3nonc3nc2N2CCCCC2)CC1 | 17 | 23 | 12% | 0.2% | 6% | i | 1.0 | 2% | 2.0% | 1.1 | / | /
C[N+]1(CCOc2ccc([N+](=O)[O-])cc2)CCOCC1 | 11 | -8 | ? | -2.2% | 1% | i | 0.8 | 11% | 0.9% | 1 | / | /
Cc1c(C2=CCN(S(=O)(=O)c3ccc(Cl)cc3)CC2)c2ccccc2n1C | 3 | -15 | 6% | -1.9% | 8% | i | 0.5 | 3% | 5.4% | 1.1 | -16 | 689
CCCCS(=O)(=O)Nc1ccc(C(=O)NCC2CCCO2)cc1 (stereo unspecified) | -1 | 5 | -2% | -2.7% | -1% | i | 0.9 | 0% | 4.2% | 1.2 | 10 | 735
Cc1onc(-c2ccccc2Cl)c1C(=O)NCc1cccnc1 | 14 | 24 | 0% | -1.9% | -4% | i | 0.5 | -2% | -4.2% | 1.1 | -1 | 710
COc1ccc(C(=O)NC(=S)N2CCCc3ccccc32)cc1OC | 23 | 25 | -2% | 0.9% | 37% | i | 0.5 | 10% | -1.6% | 1.1 | 14 | 677
COc1ccccc1C1C(C(N)=O)=C(C)Nc2nc(-c3ccc(Cl)cc3)nn21 (stereo unspecified) | -22 | -1 | 0% | -1.3% | 10% | i | 2.1 | 7% | 2.9% | 0.8 | / | /
O=C1Nc2c(c(=O)[nH]c(=O)n2-c2ccccc2)C1(Nc1ncccn1)C(F)(F)F (stereo unspecified) | -11 | -1 | 1% | -2.9% | 12% | i | 1.3 | 16% | -1.4%[50 µM] | 1.1 | 9 | 708
Cc1cc(N2CCN(C(=O)c3ccco3)CC2)nc(-c2ccccc2)n1 | -10 | 3 | -3% | 14% | -4% | i | 0.5 | -4% | 0.4% | 1.1 | / | /
COc1cccc(-c2ccc(C#N)c(SCC(=O)NCCc3cccc(Cl)c3)n2)c1 | 25 | 31 | 2% | -2.5% | 3% | i | 7.7 | 7% | 0.0% | 1 | / | /
COc1ccc(N(CC(O)Cn2cnc3ccccc32)S(=O)(=O)c2ccc(C)cc2)cc1 (stereo unspecified) | -8 | -26 | -4% | 16% | 20% | i | 0.6 | 28% | 3.1% | 1.1 | -8 | 566
C=CCOC(=O)C1C(=O)CC(C)(O)C(C(=O)OCC=C)C1c1ccc(OC)cc1 (stereo unspecified) | -5 | -5 | -1% | 0.5% | 9% | i | 1.0 | 12% | 0.5% | 1.1 | -8 | 704
CCCCN1C(=O)C2C(C(=O)Nc3cccc(OC)c3)C3C=CC2(O3)C1C(=O)NC1CCCCC1C (stereo unspecified) | 1 | 4 | 2% | -2.7% | -6% | i | 0.5 | -5% | 1.8% | 1.1 | 28 | 729
CCN(CC)CCNC(=O)CCCCCn1c(=O)[nH]c2cc(C(=O)OC)ccc2c1=O | 7 | -3 | 6% | 0.0% | 5% | i | 1.0 | 11% | 0.1% | 1.1 | -5 | 769

Record cards (already shown). Values in the order: WT yeast gro inh	WT yeast gro inh mutant strain	P. falciparum M1AAP	CSM14.1 death rescue	human PMI inhibitors	Myeloid diff 2	Myeloid diff 2 GFP+ MAC1+ %	PMI inhibitors	UTI89 phage lysis	TNAP activators	Lipid droplet	Lipid droplet cells 6.5 µM
CCC(=O)NC(Nc1nc(C)cs1)(C(=O)OC)C(F)(F)F (stereo unspecified) as listed: 3	-7	-2%	-1.0%	-4%	i	0.5	-6%	1.4%	1.1	-1	743
CC(C)=CC(=O)Nc1nnc(C(C)C)s1 as listed: -17	0	-3%	-0.6%	3%	i	1.0	8%	0.2%	1.1	/	/
COc1cc(OC)cc(C(=O)N2CCN(C(=O)c3ccc(-c4ccccc4)cc3)CC2)c1 as listed: 5	-9	-2%	-0.3%	/	i	0.1	/	-0.1%	1	16	702
Cc1cc(N(CN2CCCC2=O)C(=O)c2ccc(F)cc2)no1 as listed: 8	1	2%	1.9%	-4%	i	1.5	-2%	5.0%	1.1	/	/

Additional structures:
SMILES | WT yeast gro inh | WT yeast gro inh mutant strain | P. falciparum M1AAP | CSM14.1 death rescue | human PMI inhibitors | Myeloid diff 2 | Myeloid diff 2 GFP+ MAC1+ % | PMI inhibitors | UTI89 phage lysis | TNAP activators | Lipid droplet | Lipid droplet cells 6.5 µM
COc1ccc(NC(=O)CCCn2c(=O)[nH]c3ccccc3c2=O)cc1 | 20 | 3 | -5% | -0.5% | -4% | i | 0.6 | -13% | 2.7% | 1 | / | /
CCOC(=O)c1ccc(NC(=O)COc2cc3oc(=O)c(CC(C)O)c(C)c3cc2Cl)cc1 (stereo unspecified) | / | / | 2% | / | / | i | 0.6 | / | -0.2%[50 µM] | / | -7 | 626
O=C(Nc1cccc(S(=O)(=O)NC2=NCCCCC2)c1)c1cc(-c2ccncc2)nc2ccccc12 | 1 | -5 | 1% | -0.3% | 3% | i | 0.8 | -7% | -0.3% | 1.1 | -14 | 692
Cc1ccc(C)c(OCc2nc3ccc(S(=O)(=O)Nc4c(C)n(C)n(-c5ccccc5)c4=O)cc3[nH]2)c1 | 10 | -3 | 3% | -0.7% | -6% | i | 0.8 | -5% | 0.1% | 1.4 | 10 | 642
COc1ccc(CCNC(=O)CCCn2nc(C)c([N+](=O)[O-])c2C)cc1OC | -10 | -1 | 3% | -1.0% | 8% | i | 0.1 | 9% | 2.5%[50 µM] | 0.9 | -1 | 723

Assay outcomes (PubChem BioAssay)
